High-throughput results from PubChem.
PERK inh – inhibitors of human PERK kinase; Q9NZJ5; CHO PERK-DD fusion, SEAP luminescence translation reporter; inhibition, % at 5.6 µM; 220,000 compounds, 0.17% hits;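 active = inhibition above the mean inhibition of all tested compounds plus 3 SD, set separately per screening campaign, cut at about 2.9% in these data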;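 note: PERK kinase domain activated by AP20187 dimerizer at 100 nM; 0% = DMSO with dimerizer and 100% = rapamycin at 8.4 µM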
m-calpain inh – calpain II (pig) inhibition; purified calpain II, fluorogenic peptide substrate, 30 min; inhibition, % at 16 µM; 220,000 compounds, 0.37% hits; AID 1236;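 active = inhibition above about 50%, limit read from the data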
Rad51 HR inh – Rad51 (human) homologous recombination inhibition | Q06609 | hRad51 DNA strand exchange, fluorescence dequenching | inhibition, % at 10 µM | 200,000 compounds, 0.085% hits;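 active = inhibition above 40% at the single screening dose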;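 note: 0% = DMSO control wells and 100% = blanks with heterologous ssDNA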
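Material: hRad51 filaments on single-stranded DNA; Reagent: Donor/quencher-labelled 47-bp dsDNA substrate; Compound: 10 µM final, single point; Schedule: 37 °C 15-min filament assembly, 30-min compound preincubation, 15-min exchange; Technique: FRET fluorescence, excitation 485 nm, emission 520 nm; Benchmarks: control wells and blank wells on each plate.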
KCC2 mod – modulates chloride dependent transport by human KCC2; KCC2 cells, thallium flux FluoZin-2 fluorescence; 190,000 compounds, 2.2% hits; B-score of Tl+ flux slope (higher = more flux/activation; lower = inhibition) at 10 µM;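 active = thallium flux slope and its plate-corrected score both differing from the plate sample mean at a set confidence after two filtering rounds, in either direction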;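 note: slope of fluorescence scaled to starting intensity during 10 to 20 s after thallium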
KLK5 inh – kallikrein 5 (human) inhibition. Q9Y337. recombinant hK5, fluorogenic AMC substrate cleavage. inhibition, % at 5 µM. 210,000 compounds, 0.59% hits;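 active = inhibition of 40% or more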;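 note: 0% = enzyme controls without compound and 100% = no-enzyme blanks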
Target sequence (Q9Y337 67-293 limits assumed): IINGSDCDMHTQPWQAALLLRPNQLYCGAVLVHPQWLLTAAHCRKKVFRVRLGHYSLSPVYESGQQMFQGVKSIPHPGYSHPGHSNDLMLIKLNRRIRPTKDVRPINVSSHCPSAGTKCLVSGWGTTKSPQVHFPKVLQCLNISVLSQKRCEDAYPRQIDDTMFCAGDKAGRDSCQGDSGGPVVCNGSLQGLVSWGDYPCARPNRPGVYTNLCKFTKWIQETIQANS
Furin inhibitor – human furin inhibition | purified furin, fluorogenic substrate cleavage | inhibition, % at 30 µM | P09958 | 220,000 compounds, 0.061% hits | AID 463115; in the data active = inhibition above about 25%; note: inactives centre near -15
Target sequence (P09958 108-714 limits assumed): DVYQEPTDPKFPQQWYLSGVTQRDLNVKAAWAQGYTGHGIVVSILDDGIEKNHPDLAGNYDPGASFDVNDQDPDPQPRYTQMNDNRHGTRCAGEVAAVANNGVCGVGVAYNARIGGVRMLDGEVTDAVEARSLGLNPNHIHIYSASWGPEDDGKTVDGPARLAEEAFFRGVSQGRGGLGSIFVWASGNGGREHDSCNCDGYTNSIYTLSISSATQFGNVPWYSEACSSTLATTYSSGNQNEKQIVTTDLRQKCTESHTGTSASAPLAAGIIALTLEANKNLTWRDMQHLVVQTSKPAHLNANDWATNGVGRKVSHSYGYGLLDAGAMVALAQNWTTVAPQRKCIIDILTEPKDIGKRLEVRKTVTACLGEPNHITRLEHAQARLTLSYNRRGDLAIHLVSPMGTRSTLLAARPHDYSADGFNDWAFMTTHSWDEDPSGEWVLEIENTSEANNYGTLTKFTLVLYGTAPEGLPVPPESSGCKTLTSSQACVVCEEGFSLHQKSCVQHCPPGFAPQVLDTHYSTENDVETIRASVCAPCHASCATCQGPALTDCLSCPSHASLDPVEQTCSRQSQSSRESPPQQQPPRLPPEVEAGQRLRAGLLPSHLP
FXIIa inh – inhibitors of human coagulation factor XIIa. inhibition, % at 5 µM. 220,000 compounds, 0.3% hits. purified FXIIa, Boc-QGR-AMC fluorogenic substrate, 2 h. AID 800; in the data active = inhibition above about 40%;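 note: 0% = enzyme with no compound and 100% = blank without enzyme; many of its hits are not listed in these tables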
Thrombin inh – blocks human thrombin protease activity. 220,000 compounds, 0.26% hits. alpha-thrombin, Boc-VPR-AMC fluorogenic substrate cleavage. AID 1046. P00734. inhibition, % at 5 µM;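 active = inhibition at or above 40%; inactive = inhibition below 40%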;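 note: 0% = enzyme with no compound and 100% = wells without enzyme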
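Material: human alpha-thrombin protein. Incubation: reaction at ambient temperature. Technique: fluorescence of released AMC, ex 355 nm, em 460 nm. Control set: no-compound enzyme wells and no-enzyme blanks. Also added: Boc-VPR-AMC substrate, 15 µM final. Buffer or medium: pH 7.5 Tris (50 mM) with NaCl 150 mM, Tween 20 0.05%.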
FXIa inh – factor XIa (human) inhibition. purified FXIa, Boc-Glu-Ala-Arg-AMC fluorogenic substrate. AID 798. 220,000 compounds, 0.14% hits. inhibition, % at 5 µM;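 active = inhibition of at least 40%; inactive = inhibition below 40%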;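 note: fluorescence of freed AMC excited at 355 nm; 0% = enzyme without compound and 100% = no enzyme blank; many of its hits are not listed in these tables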
The depositor's hits bear a star; i = inactive; · = no result given; [ ] = dose if it differs, or a comment.

1. O=C(CN1C(=O)C2CC=CCC2C1=O)NC1CCCCC1 (stereo not drawn)
2. Cc1cc(Br)cc(C)c1OCC(=O)NNC(=O)CCC(=O)NCc1ccccc1
3. O=C(COC(=O)CC12CC3CC(CC(C3)C1)C2)Nc1ncc(Cl)cc1Cl
4. O=c1cc(NS(=O)(=O)c2ccccc2)nc(SCc2ccccc2Cl)[nH]1
5. Cc1cccc(OCC(=O)O/N=C(\N)c2ccccn2)c1C
compound no.,1,2,3,4,5
PERK inh,1.9,1.4,-0.3,0.7,2.1
m-calpain inh,21,-5,31,11,14
Rad51 HR inh,-3,3,0,7,7
KCC2 mod,-0.074,-2.5,2,-0.075,·
KLK5 inh,-30,-15,-5,-4,-5
Furin inhibitor,1,-17,-13[20 µM],-16,-9[20 µM]
FXIIa inh,-8,-2,12,16,6
Thrombin inh,-6,1,1,1,-1
FXIa inh,-9,15,1,4,-5

Arranged by length of the SMILES (high to low): part of the list above.
3. O=C(COC(=O)CC12CC3CC(CC(C3)C1)C2)Nc1ncc(Cl)cc1Cl
4. O=c1cc(NS(=O)(=O)c2ccccc2)nc(SCc2ccccc2Cl)[nH]1
5. Cc1cccc(OCC(=O)O/N=C(\N)c2ccccn2)c1C
1. O=C(CN1C(=O)C2CC=CCC2C1=O)NC1CCCCC1 (stereo not drawn)
compound no.,3,4,5,1
PERK inh,-0.3,0.7,2.1,1.9
m-calpain inh,31,11,14,21
Rad51 HR inh,0,7,7,-3
KCC2 mod,2,-0.075,·,-0.074
KLK5 inh,-5,-4,-5,-30
Furin inhibitor,-13[20 µM],-16,-9[20 µM],1
FXIIa inh,12,16,6,-8
Thrombin inh,1,1,-1,-6
FXIa inh,1,4,-5,-9

More results:
6. COc1ccc(C2NC(=S)NC(C)=C2C(=O)N2CCOCC2)cc1 (stereo not drawn)
7. CCC(c1nnc(SCC(=O)NCCc2ccc(Cl)cc2Cl)o1)N(C)C (stereo not drawn)
8. Cc1cc(C(F)(F)F)cc(NNC(=O)NC(=O)c2c(F)cccc2Cl)n1
9. COC(=O)c1sccc1NC(=O)c1csc2c1CCCC2
10. Cn1ncc(C#N)c1/N=C/N1CCCCCC1
compound no.,6,7,8,9,10
PERK inh,-0.4,-0.2,-0.1,0.9,0.7
m-calpain inh,14,17,-7,40,0
Rad51 HR inh,-8,1,-20,-9,18
KCC2 mod,-0.012,-0.57,0.36,-0.11,-0.04
KLK5 inh,0,-10,-23,-24,19
Furin inhibitor,3,4[20 µM],-12,-23[20 µM],-12[20 µM]
FXIIa inh,3,-1,8,11,6
Thrombin inh,-13,0,-5,-1,-5
FXIa inh,-6,-5,-8,5,-5

Some of the entries so far, field by field.
7. CCC(c1nnc(SCC(=O)NCCc2ccc(Cl)cc2Cl)o1)N(C)C (stereo not drawn)
  PERK inh: -0.2
  m-calpain inh: 17
  Rad51 HR inh: 1
  KCC2 mod: -0.57
  KLK5 inh: -10
  Furin inhibitor: 4[20 µM]
  FXIIa inh: -1
  Thrombin inh: 0
  FXIa inh: -5

6. COc1ccc(C2NC(=S)NC(C)=C2C(=O)N2CCOCC2)cc1 (stereo not drawn)
  PERK inh: -0.4
  m-calpain inh: 14
  Rad51 HR inh: -8
  KCC2 mod: -0.012
  KLK5 inh: 0
  Furin inhibitor: 3
  FXIIa inh: 3
  Thrombin inh: -13
  FXIa inh: -6

(next part)
11. Cc1cc(S(=O)(=O)NCc2ccccc2)ccc1OCC(=O)N1CCOCC1
12. O=C(NNC(=O)c1ccccc1Cl)c1cccs1
13. CCC(C)c1ccc(OCc2ccc(C(=O)OC)o2)cc1 (stereo not drawn)
14. N#CCN1C(=S)N=C(Nc2cccc(Cl)c2)C12CCCCC2
15. COc1ccccc1Nc1nc2ccccc2n1C
compound no.,11,12,13,14,15
PERK inh,1.4,1.6,0.1,0.1,0.3
m-calpain inh,-4,-8,1,-12,0
Rad51 HR inh,2,5,21,12,1
KCC2 mod,-0.78,·,·,2.5,·
KLK5 inh,-1,-1,2,-4,-8
Furin inhibitor,-31,-19[20 µM],-15,-15[20 µM],-19
FXIIa inh,8,21,8,18,12
Thrombin inh,-5,-3,0,2,-3
FXIa inh,-3,17,3,8,5

16. O=C(Nc1ccc(NS(=O)(=O)c2ccccc2)cc1)c1cccnc1
17. COc1ccc(OC)c(NC(=O)c2cccc(S(=O)(=O)N(Cc3ccccc3)c3ccccc3OC)c2)c1
18. Cc1cc(C)nc(NC(=O)CSc2nn(-c3ccccc3)c(=S)s2)n1
19. O=C(NNC(=S)NC(=O)c1cn(-c2ccccc2)nc1-c1ccccc1)c1ccncc1
20. COC(=O)c1c(NC(=O)c2ccco2)sc2c1CCC2
compound no.,16,17,18,19,20
PERK inh,0.2,-1.0,0.1,2.1,0.3
m-calpain inh,-10,-8,-6,-60,-46
Rad51 HR inh,-2,·,·,·,-4
KCC2 mod,-0.14,1,-1.6,8.6*,-0.43
KLK5 inh,-2,-3,-3,·,-35
Furin inhibitor,-26,7,-18,-43,-27[20 µM]
FXIIa inh,7,0,6,9,11
Thrombin inh,-17,-5,-3,2,0
FXIa inh,-4,-3,0,12,3

21. COc1ccc(N=C2SC(C(=O)O)CC(=O)N2C)cc1 (stereo not drawn)
22. CC(C1CC1)N(C(=O)NC1CCS(=O)(=O)C1)c1ccccc1 (stereo not drawn)
23. CC(Oc1ccccc1)C(=O)Nc1ccc(S(=O)(=O)N2CCOCC2)cc1 (stereo not drawn)
24. NS(=O)(=O)c1ccc(CNC(=O)c2ccc(Cl)cc2[N+](=O)[O-])cc1
25. O=C(c1ccc(C(F)(F)F)cc1)N1CCCCC1
compound no.,21,22,23,24,25
PERK inh,0.4,1.2,0.4,0.4,0.9
m-calpain inh,-3,22,16,3,15
Rad51 HR inh,7,4,·,-3,-3
KCC2 mod,·,·,·,1.4,1
KLK5 inh,-2,4,-4,-13,-13
Furin inhibitor,-18,-25,-19,-14,-3
FXIIa inh,-5,2,12,8,11
Thrombin inh,-7,-4,4,0,0
FXIa inh,-5,-5,0,5,2

26. O=C(NC1CCCCCC1)C(=S)N1CCOCC1
27. O=c1[nH][nH]c(=S)n1-c1ccccc1C(F)(F)F
28. CCOC(=O)c1cn2nc(Oc3cccc(C(F)(F)F)c3)ccc2n1
29. CCOC(=O)c1c(NC(=O)C2=C(C)NC(=S)NC2c2ccc(F)cc2F)sc(C)c1C (stereo not drawn)
30. COc1cc(CNC(C)(C)C)cc(Br)c1OCc1cccs1
compound no.,26,27,28,29,30
PERK inh,1.7,0.4,-1.1,-0.1,0.0
m-calpain inh,-13,-16,-64,-47,1
Rad51 HR inh,3,-2,-3,-3,-1
KCC2 mod,0.47,-0.31,-0.19,0.1,-0.063
KLK5 inh,0,2,-1,-8,11
Furin inhibitor,-24,-29,-16,-10,-10
FXIIa inh,6,6,-1,8,3
Thrombin inh,0,0,-4,-3,-11
FXIa inh,-2,-2,-4,1,-10

31. CCOC(=O)c1c(C)[nH]c(N=Nc2cccc(OC)c2)c1C
32. COc1cccc(CNc2ccc(C)c(Cl)c2)c1
33. CCc1cccc(NC(=S)N(CCOC)C(C)c2ccco2)c1 (stereo not drawn)
34. O=S(=O)(NCc1ccc2c(c1)OCO2)c1cccc2cccnc12
35. CN(C)c1ccc(C(=O)NCc2ccc3c(c2)CCO3)cc1
compound no.,31,32,33,34,35
PERK inh,1.2,0.4,0.1,0.7,-1.3
m-calpain inh,18,29,7,-16,7
Rad51 HR inh,0,8,32,6,18
KCC2 mod,1,0.14,-1.5,-0.09,-0.24
KLK5 inh,4,-17,-1,2,2
Furin inhibitor,-8,-17,-11,-19[20 µM],-18
FXIIa inh,12,9,12,10,6
Thrombin inh,-1,3,1,-1,-6
FXIa inh,2,-2,1,2,2

36. CC1(C)CC(=O)C(C=NCCN2CCN(C3CC(=O)N(c4ccc(F)cc4)C3=O)CC2)=C(O)C1 (stereo not drawn)
37. Cc1ccc(CNC(=O)c2cc3c(=O)n4ccccc4nc3n(CC3CCCO3)c2=N)cc1 (stereo not drawn)
38. C=C(C)CC(NCc1ccco1)c1ccc(OC)cc1 (stereo not drawn)
39. COC(=O)CSc1nc(N)c2c3c(sc2n1)CCCC3
40. COc1ccc(/C=C/C(=O)Nc2cc(S(=O)(=O)N3CCCCC3)ccc2N2CCCCC2)cc1OC
compound no.,36,37,38,39,40
PERK inh,0.6,-0.3,0.7,0.1,0.3
m-calpain inh,-3,i,-12,-7,-65
Rad51 HR inh,21,1,7,6,-4
KCC2 mod,0.43,0.11,-0.081,-0.49,0.2
KLK5 inh,-8,-32,-10,5,26
Furin inhibitor,-15,-100,-14[20 µM],-2,0
FXIIa inh,7,-15,-9,12,25
Thrombin inh,1,-4,-2,-1,21
FXIa inh,-3,-7,-11,5,5

41. Cc1cc(C)nc(SCc2ccc(C(=O)NN=C3CCCC3)cc2)n1
42. O=C(CNC(=O)c1cc2ccccc2o1)NCc1cccs1
43. O=C(OCC(=O)c1cccs1)c1cccc(C(=O)OCC(=O)c2cccs2)n1
44. Cc1cc(=S)cc(C)n1CCCn1ccnc1
45. CCn1nc(NC(=O)c2ccncc2)c2cc3cccc(C)c3nc21
compound no.,41,42,43,44,45
PERK inh,0.1,0.8,1.1,1.4,0.9
m-calpain inh,-17,17,17,3,-29
Rad51 HR inh,-14,-9,2,2,5
KCC2 mod,0.78,1.1,·,-0.28,0.36
KLK5 inh,3,3,-162,8,-1
Furin inhibitor,-30,-19[20 µM],-15[20 µM],-12,-16
FXIIa inh,4,5,18,15,7
Thrombin inh,9,-2,3,0,5
FXIa inh,0,-1,5,8,8

46. O=C1c2ccc(Br)cc2C(=O)N1c1ccc(Cc2ccncc2)cc1
47. Cc1ccc2oc(-c3ccc(NC(=O)c4cccnc4)cc3)nc2c1
48. O=[N+]([O-])c1cc(C(F)(F)F)ccc1NCCc1c[nH]c2ccccc12
49. CCOC(=O)C1C(c2ccc(Cl)cc2)NC(=S)NC1(O)C(F)(F)F (stereo not drawn)
50. CC1CN(C(=S)NC(=O)c2ccco2)CC(C)O1 (stereo not drawn)
compound no.,46,47,48,49,50
PERK inh,-0.4,-0.7,1.5,1.8,1.2
m-calpain inh,88*,-76,50*,1,-16
Rad51 HR inh,5,2,-2,·,2
KCC2 mod,·,-1.1,-0.055,1.8,0.025
KLK5 inh,-6,-19,-5,·,-16
Furin inhibitor,-9,-9,-7,-11,-18
FXIIa inh,3,1,25,7,5
Thrombin inh,11,-15,-8,-7,-5
FXIa inh,-6,-1,20,-2,3

51. COc1cc([N+](=O)[O-])ccc1NC(=O)C[n+]1ccccc1
52. Cc1ccccc1NC(=O)CC1S/C(=N/c2nccs2)N(C)C1=O (stereo not drawn)
53. CCCCn1nnnc1NCc1ccc(OC)c(OC)c1OC
54. O=C(NCC1CCCO1)c1ccc(Cl)c(F)c1F (stereo not drawn)
55. COc1cc(NC(=O)CSc2nnc(-c3ccncc3)n2C2CCCCC2)ccc1NC(=O)c1ccco1
56. Cc1ccc2c(c1)N(C(C)C(=O)NCc1cccs1)C(=O)CO2 (stereo not drawn)
compound no.,51,52,53,54,55,56
PERK inh,1.6,0.0,1.1,2.2,-0.2,-0.4
m-calpain inh,-1,-9,0,-15,i,-16
Rad51 HR inh,-17,-9,0,1,-3,1
KCC2 mod,1.5,·,·,·,0.3,0.28
KLK5 inh,-8,-21,3,-6,-8,-18
Furin inhibitor,-9,-9[20 µM],-27,-33[20 µM],-13[20 µM],-29
FXIIa inh,13,3,3,2,-18,3
Thrombin inh,-1,-11,-3,-7,-9,1
FXIa inh,5,-11,1,-5,-9,-5

A portion of the library; rates above refer to the full screens.
